High-throughput results from PubChem BioAssay.
Dengue-2 NS5 capping – Dengue-2 NS5 methyltransferase inhibitors, primary screen, biochemical, confirmation dose response (AID 588689). Dengue-2 NS5 methyltransferase capping enzyme assay, biochemical; higher % means a stronger effect. inhibition, % at 25 µM; hits with a dose series show IC50 in µM. 340,000 tested, 0.3% active; in the data active means a potency from the dose series; inconclusive means inhibition above about 29% without an active follow-up result
HEK293 NOD2/NF-kB – inhibition of NOD2-driven NF-kB reporter – cell-based, luminescence, uHTS, HEK293 (AID 1566); HEK293 NOD2/NF-kB luciferase reporter, luminescence; higher % means a stronger effect; inhibition, % at 4 µM, or EC50 in µM where a hit was titrated; 290,000 tested, 0.63% active; further: many of its hits are not listed in these tables
West Nile antiviral – inhibition of WNV-induced cytopathic effect – cell-based, CPE readout (AID 1621). West Nile virus-infected cells, CPE inhibition; higher % means a stronger effect. CPE inhibition, % at 10 µM; hits with a dose series show IC50 in µM. 290,000 tested, 0.02% active; in the data active means a potency from the dose series; inconclusive means CPE inhibition mostly from about 3.7% at the one dose, without a potency; inactive means the rest, 99 in 100 with CPE inhibition below about 2.2%; further: strong numbers were not always called active
KOR beta-arrestin-1 – kappa opioid receptor blockers – cell-based, luminescence, uHTS (AID 1778); KOR beta-arrestin recruitment, luminescence, antagonist mode; higher % means a stronger effect; inhibition, % at 10 µM; hits with a dose series show IC50 in µM; 290,000 tested, 0.091% active; further: strong numbers were not always called active
KOR beta-arrestin-2 – KOR agonists, beta-arrestin recruitment, primary screen, cell-based, luminescence, uHTS (AID 1777) | 280,000 tested, 0.02% active | KOR beta-arrestin recruitment, luminescence; higher % means a stronger effect | activation, % at 10 µM; hits with a dose series show EC50 in µM; in the data active means activation above about 50%, passing the limit was not always enough; further: a part of the inactive calls stands beside numbers as strong as those of hits
NOD1 inhibition – inhibition of NOD1-driven NF-kB reporter – cell-based, luminescence, uHTS, primary screen (AID 1578); 290,000 tested, 1% active; inhibition, % at 4 µM; hits with a dose series show EC50 in µM; NOD1-driven NF-kB luciferase reporter cells, luminescence; higher % means a stronger effect; in the data active means inhibition mostly above about 36%, no sharp cut-off; inactive means mostly below about 34%;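 further: HEK-293T reporter cells stimulated with the NOD1 agonist gamma-tri-DAP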
AID2073 – inhibitors of Mint1-CaV2.2 protein interaction, biochemical, HTRF (AID 2073); inhibition, % at 20 µM, or IC50 in µM where a hit was titrated; HTRF protein-protein interaction, Mint1-CaV2.2; higher % means a stronger effect; 290,000 tested, 0.19% active; in the data active means inhibition mostly above about 51%, no sharp cut-off; inconclusive means no clear call, values can overlap the other calls; inactive means mostly below about 53%; further: some results filed as inactive read as strong as hits
Yfh1-depleted yeast – mitochondrial function rescue without frataxin homolog – Friedreich's ataxia, plus single-dose screen, dose response (AID 1465); 220,000 tested, 0.074% active; S. cerevisiae Yfh1-off respiration, WST-1 reduction, 72 h; higher fold induction means a stronger effect; fold induction at 50 µM; hits with a dose series show EC50 in µM;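 active means fold induction of absorbance versus untreated yeast above a set limit, then at least 30% activation at any dose in follow-up; inconclusive means repeats straddling the limit, or above it without dose testing; inactive means fold induction below the set limit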;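 further: activators that raise dye reduction in frataxin-depleted yeast; strong numbers were not always called active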
HIV fusion peptide – inhibitors of HIV fusion peptide binding, primary screen, biochemical, uHTS, fluorescence dequenching (AID 1986). cell-free peptide binding, fluorescence dequenching, 30 min; higher % means a stronger effect. inhibition, % at 20 µM, or IC50 in µM where a hit was titrated. 290,000 tested, 0.3% active; in the data active means inhibition mostly above about 52%, no sharp cut-off; inactive means mostly below about 76%; further: some results filed as inactive read as strong as hits
Dengue-2 NS5 capping pilot replicate – recorded beside Dengue-2 NS5 capping, whose call it bears; inhibition, %; measured here: pilot screen replicate inhibition
Numbers without * were called inactive; i = inactive; ? = inconclusive; / = no result given; [ ] = another dose, or the depositor's remark. Unless noted, no stated cut-off is given here; in the data, active means inhibition above about 50%; inactive means the rest.

SMILES | Dengue-2 NS5 capping | HEK293 NOD2/NF-kB | West Nile antiviral | KOR beta-arrestin-1 | KOR beta-arrestin-2 | NOD1 inhibition | AID2073 | Yfh1-depleted yeast | HIV fusion peptide | others
CN(CC(=O)N1CCN(c2ccccn2)CC1)S(=O)(=O)c1cccc2nsnc12 | -5% | -4% | 0.1% | 16% | 0.2% | -8% | 1% | i | 0.5%
O=C(COc1ccccc1)Nc1ccc(OC(F)(F)C(F)F)c(NC(=O)COc2ccccc2)c1 | -1% | -2% | 0.1% | -144% | 2.2% | -50% | 13% | i | -0.6%
FC(F)(F)c1ccc2c(c1)N1CCCC1CN2 (configuration not stated) | -25% | 0% | -1.1% | 13% | -0.2% | 16% | 4% | i | 5.1%
Cn1cc([N+](=O)[O-])c(C(=O)N/N=C/c2ccncc2)n1 | -1% | 10% | -0.5% | 9% | -1.2% | -30% | -9% | / | 0.1%
CN(C)C(CNC(=O)c1cccnc1Sc1ccccc1)c1ccco1 (configuration not stated) | -1% | 7% | -1.2% | 10% | -2.2% | -5% | 2% | i | -2.0%
CCc1cccc(NC(=O)CCc2c(C)nn(-c3ccc(N4CCCCC4)nn3)c2C)c1 | 1% | -5% | 0.3% | 12% | 1.7% | -2% | 18% | / | -3.2%
Cc1ccc(N(C(=O)Nc2ccccc2)C2=NCC(C)S2)cc1 (configuration not stated) | 1% | -8% | -0.5% | 43% | -5.9% | -37% | 2% | i | -2.8% | Dengue-2 NS5 capping pilot replicate=-5.5
Cc1ccc(S(=O)(=O)c2cc3c(=O)n4ccccc4nc3n(CCCN3CCOCC3)c2=N)cc1C | -8% | 10% | -0.3% | -23% | -4.0% | -20% | 36% | / | 14%
CC(C)(C)C(=O)C(Cc1ccccc1)n1cncn1 (configuration not stated) | 2% | 7% | -0.6% | -5% | 2.6% | -22% | 6% | i | 1.4%
CC(C)C(NC(=O)c1ccccc1F)C(=O)OCC(=O)c1ccc(F)cc1 (configuration not stated) | -1% | 14% | 0.1% | 11% | -3.4% | -12% | -1% | i | 0.8%

A stretch of the results above:
SMILES | Dengue-2 NS5 capping | HEK293 NOD2/NF-kB | West Nile antiviral | KOR beta-arrestin-1 | KOR beta-arrestin-2 | NOD1 inhibition | AID2073 | Yfh1-depleted yeast | HIV fusion peptide | others
CN(CC(=O)N1CCN(c2ccccn2)CC1)S(=O)(=O)c1cccc2nsnc12 | -5% | -4% | 0.1% | 16% | 0.2% | -8% | 1% | i | 0.5%
O=C(COc1ccccc1)Nc1ccc(OC(F)(F)C(F)F)c(NC(=O)COc2ccccc2)c1 | -1% | -2% | 0.1% | -144% | 2.2% | -50% | 13% | i | -0.6%
FC(F)(F)c1ccc2c(c1)N1CCCC1CN2 (configuration not stated) | -25% | 0% | -1.1% | 13% | -0.2% | 16% | 4% | i | 5.1%

Following part:
SMILES | Dengue-2 NS5 capping | HEK293 NOD2/NF-kB | West Nile antiviral | KOR beta-arrestin-1 | KOR beta-arrestin-2 | NOD1 inhibition | AID2073 | Yfh1-depleted yeast | HIV fusion peptide | others
Cc1ccc(-n2ncc3c(=O)[nH]c(SCC(=O)N4CCCc5ccccc54)nc32)cc1 | -4% | 10% | 0.7% | -19% | -1.5% | -8% | 1% | i | -0.6%
COc1cccc(C(=O)Nc2ccc(NC(=O)C3C4C=CC(C4)C3C(=O)O)cc2)c1 (configuration not stated) | 1% | 23% | -0.1% | -28% | 7.8% | -29% | 16% | / | 4.0%
COC(=O)/C(=C/c1c[nH]c2ccccc12)NC(C)=O | 2% | -14% | 0.0% | 24% | 0.9% | -32% | -5% | i | 0.4%
CC1Cc2ccccc2N1C(=O)CSc1nnc(Cc2ccccc2)n1CCc1ccccc1 (configuration not stated) | -5% | 6% | / | 14% | -1.7% | -15% | -5% | / | -0.4%
Cn1c(CCN2CCCCC2)nc2cc(NS(=O)(=O)c3ccc(F)cc3)ccc21 | -1% | 17% | -0.8% | 0% | 1.0% | 23% | 2% | i | -1.3%
O=C(CSc1nc2ncc(Br)cc2[nH]1)c1ccc([N+](=O)[O-])cc1 | 20% | 9% | -0.8% | 31% | -2.1% | -16% | 1% | i | 9.7%
COc1ccc(S(=O)(=O)N(C(=O)c2ccncc2)c2ccc3oc4c(c3c2)CCCC4)cc1 | -2% | 13% | -0.4% | -50% | 3.1% | 4% | 9% | i | -0.6%
Cc1onc(-c2c(F)cccc2Cl)c1C(=O)NC(=S)NC1CCS(=O)(=O)C1 (configuration not stated) | -1% | -1% | -0.2% | / | -1.2% | -19% | -6% | i | 0.7%
CCCCNC(=O)Nc1nc(SCC(=O)OCC)n[nH]1 | -2% | 2% | -0.2% | -22% | 3.6% | -16% | -7% | i | 0.4%
COc1cc(/C=N/NC(=O)/C(=C/c2ccccc2)CCO)ccc1O | 0% | 8% | -0.3% | 10% | -1.8% | -12% | 0% | i | -2.1%
C=CCSc1nnc(CNS(=O)(=O)c2ccc(C)cc2)n1C | -2% | 8% | 0.1% | 1% | 3.5% | -21% | 12% | / | -0.7%
O=C(NCC1CCCO1)[C@@H]1CSC2c3ccccc3C(=O)N21 (some centres not stated) | -8% | -8% | 3.1% | 0% | -0.9% | -5% | -7% | i | -2.1%
Cc1ccc(NC(=O)NC2=N/C(=C(/C#N)C(=O)N3CCCC3)c3ccccc32)cc1 | -5% | 14% | 0.8% | -5% | -7.7% | 2% | 4% | i | -1.3%
COc1ccc(C(=O)NC(C)c2cc(OC)c(OC)cc2Br)cc1 (configuration not stated) | -6% | 11% | -0.2% | -57% | 3.6% | / | 2% | i | -4.9%
O=C(COC(=O)C1=COCCO1)Nc1cc(S(=O)(=O)N2CCCCC2)ccc1Cl | -12% | -3% | -0.7% | 8% | -1.5% | -36% | 2% | i | 0.4%
CC(=O)c1ccc(NC(=S)NCc2cccnc2)cc1 | -6% | 13% | 0.2% | 16% | -1.6% | 2% | -2% | i | -1.2%
O=C(/C=C/c1c(Cl)cccc1Cl)NCc1ccccc1 | 3% | 13% | -0.1% | 24% | 0.2% | -29% | 4% | i | -1.1%
COc1ccc(NC(=O)CNC(=O)c2nn(-c3ccc(OC)cc3OC)c(=O)c3ccccc23)c(OC)c1 | 4% | 7% | 1.4% | -18% | -0.4% | 14% | 0% | / | 2.8%
COc1cc(NC(=O)NCC2CCN(Cc3ccccc3F)CC2)cc(OC)c1 | 1% | 24% | -0.6% | -4% | -2.2% | 0% | 7% | / | -0.6%
Nc1cc(C(F)(F)F)ccc1OCC1CCCO1 (configuration not stated) | 0% | -10% | 0.4% | -12%[20 µM] | -4.2% | -39% | 8% | / | -0.3%
COCCCNC(=O)Cn1c(=O)n(CCCCCC(=O)Nc2ccccc2)c(=O)c2sccc21 | -6% | 7% | 0.0% | -5% | 4.8% | -18% | 0% | i | 0.6%
COc1ccc(-c2nc(-c3ccncc3)no2)c(OC)c1 | 7% | -132% | 0.1% | -20% | 3.0% | 8% | 18% | / | -2.7%
CCN1CCN(C(=O)c2cccc(OC3CCN(S(=O)(=O)N(C)C)CC3)c2)CC1 | 1% | 7% | 0.2% | 6% | 3.3% | -24% | 37% | / | -0.7%
Cc1ccc(NC(=O)/C(C#N)=C/c2ccc(C)s2)c(C)c1 | ? | -2% | -0.1% | / | 142% | -24% | 26% | i | -2.1%
O=c1cc(C(F)(F)F)nc(SCc2cccnc2)[nH]1 | -7% | 14% | 0.6% | -28% | -3.2% | -8% | -2% | / | -0.2%
Cc1cc(C)c(NC(=S)NC(CO)(CO)CO)c(C)c1 | 2% | 22% | 1.4% | 28% | -1.9% | -1% | -26% | i | -1.2%
CCOC(=O)c1sc(-c2ccccc2)cc1NC(=O)Nc1ccc([N+](=O)[O-])cc1 | -1% | 13% | -0.1% | -18% | 6.3% | 4% | -2% | i | 0.6%
O=C(N1CCCC1)N1CCN(c2ncnc3c(-c4ccc(Cl)cc4)nsc23)CC1 | / | 11% | / | 11% | 2.7% | 11% | 6% | / | -0.8%
COc1ccc(CN(CCCN2CCOCC2)S(=O)(=O)N(C)C)cc1OC | -7% | 8% | 1.0% | 12% | -3.5% | -14% | -10% | i | 1.6%
N#CCSc1nnc(C2CCCCC2)n1Cc1ccccc1 | -5% | 19% | 0.5% | 8% | 7.8% | 5% | -12% | i | -1.5%
CCOC(=O)c1c(C)[nH]c(N=Nc2ccc(C)cc2)c1C | -4% | -127% | -0.9% | -39% | 3.5% | -79% | 2% | i | 0.1%
CCc1ccc2c(c1)C(c1ccc([N+](=O)[O-])cc1)=NNC(c1ccc(F)cc1)=N2 | -4% | -22% | -1.1% | -14% | -2.1% | -32% | 26% | i | 0.2%
COc1ccc(/C=C2\SC(=S)N(CC(=O)NNC(=O)c3ccncc3)C2=O)cc1 | / | 3% | 0.6% | -15% | 0.6% | -32% | / | i | 0.6%
CC(=O)NCc1ccc2[nH]c(C)cc2c1 | 1% | 2% | 0.5% | 13% | -4.0% | -16% | -6% | i | 1.1%
NC(=O)c1cnn(-c2cc(Oc3ccccc3)ncn2)c1N | -11% | -55% | -0.1% | -6%[20 µM] | 0.8% | -44% | 10% | i | 0.3%
O=C1c2ccc(Oc3ccc([N+](=O)[O-])cc3)cc2C(=O)N1CCO | -13% | 10% | -0.5% | 5% | 0.6% | -17% | 4% | / | -1.0%
CCCCn1c(SCC(=O)N2c3ccccc3CCc3ccccc32)nc2c1c(=O)n(C)c(=O)n2C | 2% | 20% | -0.1% | -12% | -2.8% | 18% | 10% | i | 0.8%
Cc1cccc(N2C(=O)/C(=C/c3cccnc3)SC2=S)c1 | -3% | 23% | -0.1% | -8% | -2.7% | 5% | -12% | i | -0.9%
O=C(NCc1ccccc1)c1cc(S(=O)(=O)N2CCOCC2)ccc1F | -19% | 6% | 0.4% | 30% | -8.1% | 5% | 5% | i | -0.2%
CN1C2CCC1CC(NC(=O)CSc1ccc(Cl)cc1)C2 (configuration not stated) | -1% | 11% | -0.2% | -9% | 6.8% | -4% | -1% | i | -0.7%
O=C(Nc1ccc2nc(-c3ccco3)c(-c3ccco3)nc2c1)N1CCCCCC1 | / | 6% | 0.4% | -18% | -4.9% | -14% | 71%* | i | 56%
C=CCNC(=O)COC(=O)c1ccc(Sc2nncn2C)c([N+](=O)[O-])c1 | -3% | 18% | / | 2% | -10% | -29% | 12% | i | 0.1%
Cc1ccc(-c2ccc(SCC(=O)N3CCCc4ccccc43)nn2)cc1 | / | -14% | -0.7% | 21% | -3.3% | 13% | -1% | i | 0.9%
Cc1cccc(-c2c3c(=O)n(C)c(=O)n(C)c3cn2C(C)C)c1 | -4% | 8% | -0.3% | 11% | 0.1% | -16% | 16% | i | 0.9%
Cc1ccc(N=C2NC(=O)/C(=C/c3cccnc3)S2)cc1C | 2% | -1% | 0.1% | 2% | 2.1% | -8% | -1% | i | 1.8%
O=C(c1ccc(F)cc1)C1CCN(C(=O)N2CCOCC2)CC1 | -4% | 12% | 0.2% | -23% | 12% | -19% | 3% | i | 0.3%

Not all compounds are listed; rates above refer to the full screens.
